From PubChem
FEN1 inh: qHTS Assay for the Inhibitors of Human Flap endonuclease 1 (FEN1); P39748; actives 0.35% (n = 390,000); Potency, µM (doses to about 114 µM), for the others: at the top dose activity change, negative = inhibition, hits mostly inhibitors; Recombinant FEN1 flap cleavage, fluorescence, 15 min; note: nearly all actives have a fitted effect of over 65% in size
Target sequence (P39748 whole entry, looked up): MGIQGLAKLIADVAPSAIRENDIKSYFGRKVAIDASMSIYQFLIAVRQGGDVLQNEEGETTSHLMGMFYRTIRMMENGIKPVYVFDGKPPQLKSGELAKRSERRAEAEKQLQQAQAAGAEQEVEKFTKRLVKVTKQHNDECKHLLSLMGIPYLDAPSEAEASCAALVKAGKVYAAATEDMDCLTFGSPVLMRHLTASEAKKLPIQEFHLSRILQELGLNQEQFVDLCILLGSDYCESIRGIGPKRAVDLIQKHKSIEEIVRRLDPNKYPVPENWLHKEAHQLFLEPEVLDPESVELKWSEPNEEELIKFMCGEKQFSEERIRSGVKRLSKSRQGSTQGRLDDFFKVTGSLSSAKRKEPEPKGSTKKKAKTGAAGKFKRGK
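In this screen, 50 nM flap DNA substrate was added to 10 nM FEN1 pretreated with compound for 15 min at room temperature; cleavage was followed with reads at 0 and 15 min, and Hill fitting gave concentration–response parameters.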
N370S GC: qHTS Assay for Inhibitors and Activators of N370S glucocerebrosidase as a Potential Chaperone Treatment of Gaucher Disease. Lysosomal acid glucosylceramidase (Homo sapiens), P04062. N370S GC spleen homogenate, 4MU-glucoside fluorescence. Potency, µM (series often up to 59.4 µM), for inactives: at the highest dose activity change, negative = inhibition, most hits filed as inhibitors. actives 0.092% (n = 330,000);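 note: 0% = full enzyme activity and -100% = no enzyme basal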
TDP1 cell CPT: qHTS for Inhibitors of human tyrosyl-DNA phosphodiesterase 1 (TDP1): qHTS in cells in presence of CPT. chicken DT40 Tdp1-/-;hTDP1 cells + 20 nM CPT, ATP luminescence, 48 h. Potency, µM (top dose mostly 46.2 µM), inactives show at the highest dose activity change, negative = growth inhibition, actives largely listed as inhibitors. actives 12% (n = 420,000). AID 686979, 2013; note: nearly all actives have a fitted effect of over 55% in size
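Cell growth measured by CellTiter-Glo luminescence after a minimum 48 h, 37 C compound exposure with 20 nM CPT in Tdp1-knockout DT40 cells stably expressing hTDP1, seeded 400/well; qHTS titration format.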
* marks the source's active call; other numbers are inactive results; ? = inconclusive; . = no result given; & = joins results of further samples; [ ] = another dose, or the depositor's remark. Calls come from the whole dose curve; as a rule, active = well fitted curve in the direction sought with a large enough effect; inconclusive = small, poorly fitted or top-dose-only effect, or another doubt; inactive = no such curve, though single readings can be large; an effect the other way counts as inactive or inconclusive. Unless noted, % is set by controls: 0 for no effect and ±100 for the full control effect; potency is the fitted concentration of half-maximal effect. Not all compounds are listed; the hit share may differ from the screen's.

compound	N370S GC	TDP1 cell CPT	FEN1 inh
C/C(=N\NC(=O)C(C)Sc1ccccc1)C(C)(C)C (stereo not drawn)	11%	-6%	5%
CN1CC[n+]2c(CN3C(=O)c4ccccc4C3=O)csc21	4%	-3%	-2%
COc1ccc(CCn2c(NN)nc3c2c(=O)[nH]c(=O)n3C)cc1	-3%	4.6µM*	14%
CC(=O)Nc1ccc(N=Cc2c(O)c3ccccc3oc2=O)cc1	-4%	21µM*	-12%
Cc1ccc(S(=O)(=O)NCCC(=O)NC2CCCCC2C)cc1 (stereo not drawn)	.	-19%	1%
O=[N+]([O-])c1ccc(COc2ccccc2CN2CCCC2)cc1	.	-27%	-4%
O=c1cc(-c2ccccc2)n(S(=O)(=O)c2ccc3ccccc3c2)o1	.	0%	-3%
Cc1ccccc1NC(=O)CN(c1ccc(F)cc1)S(C)(=O)=O	5%	-22%	-6%
COc1ccccc1NC(=O)C1=C(C)Nc2nc3ccccc3n2C1c1cccc(Br)c1 (stereo not drawn)	.	?	11%
Cc1ccc(-c2sc(C(=O)NN)c(C)c2C#N)cc1	26%	?	3%
O=C(c1cccc(C(=O)N2CCN(Cc3ccccc3)CC2)c1)N1CCN(Cc2ccccc2)CC1	-8%	-22%	8%
Cc1ccc(NC(=O)c2cc(-c3ccc(F)cc3)on2)cc1C	-1%	-21%	-1%
Cc1cccc(NC(=O)c2ccc(-c3nc(CSc4ccccc4)c(C)o3)cc2)c1C	.	5.2µM*	-15%
c1ccc(-c2oc3ncnc(NCCCN4CCOCC4)c3c2-c2ccccc2)cc1	-29%	?	-19%
O=C1N/C(=N\S(=O)(=O)c2ccccc2)S/C1=C\c1cc([N+](=O)[O-])ccc1O	1%	-9%	?

Reprinted at random: six entries already listed.
compound	N370S GC	TDP1 cell CPT	FEN1 inh
COc1ccc(CCn2c(NN)nc3c2c(=O)[nH]c(=O)n3C)cc1	-3%	4.6µM*	14%
O=c1cc(-c2ccccc2)n(S(=O)(=O)c2ccc3ccccc3c2)o1	.	0%	-3%
C/C(=N\NC(=O)C(C)Sc1ccccc1)C(C)(C)C (stereo not drawn)	11%	-6%	5%
CN1CC[n+]2c(CN3C(=O)c4ccccc4C3=O)csc21	4%	-3%	-2%
CC(=O)Nc1ccc(N=Cc2c(O)c3ccccc3oc2=O)cc1	-4%	21µM*	-12%
Cc1ccc(S(=O)(=O)NCCC(=O)NC2CCCCC2C)cc1 (stereo not drawn)	.	-19%	1%

Further results
compound	N370S GC	TDP1 cell CPT	FEN1 inh
CCCN1C(=O)SC(CC(=O)Nc2ccc(C)cc2)C1=O (stereo not drawn)	3%	18µM*	0%
Cc1ccc(C(=O)Nc2ccccc2C(=O)NC2CCCCC2)cc1S(=O)(=O)N1CCOCC1	-19%	?	-17%
O=C(COC(=O)CCc1nc2ccccc2c(=O)[nH]1)Nc1ccc(OC(F)(F)F)cc1	.	-24%	-8%
Cn1cccc1CC(=O)NNC(=S)Nc1ccccc1Cl	-4%	25%	-17%
CC(=O)c1c(C)[nH]c(C(=O)CN2CCN(S(=O)(=O)c3ccccc3F)CC2)c1C	.	?	-2%
CC(C)(C)N(Cc1ccccc1)C(=O)COC(=O)C1CCN(c2ccc(C(F)(F)F)cn2)CC1	.	?	-26%
COC(C(=O)Nc1ccc(Cl)cc1C)c1ccccc1 (stereo not drawn)	6%	-1%	1%
CCN(CC)c1ccc(NC(=O)CSc2nnc(N)s2)cc1C	3%	3%	17%
O=C(c1csnn1)N1CCC2(CC1)CN(c1ncccn1)C2	8%	1%	.
O=C1Nc2ccc(Br)cc2/C1=C/C1CC=CCC1 (stereo not drawn)	-7%	18µM*	-7%
Cn1nc(-c2ccc(N3CCOCC3)c(NS(=O)(=O)c3ccc(Cl)cc3)c2)c2ccccc2c1=O	.	18µM*	-2%
Cc1ccc(NC(=O)C(C)OC(=O)CSc2ccccc2)cc1 (stereo not drawn)	.	-19%	-3%
COc1ccccc1NC(=O)CC1CCCC1	-11%	1%	5%
CCOc1ccc(S(=O)(=O)c2cn(Cc3ccc(OC)cc3)c3ccc(F)cc3c2=O)cc1	.	?	-18%
CCOn1c(SC(C)C)nc2ccccc2c1=O	-15%	-7%	4%
CCOc1ccc(Cn2nnc(C(=O)Nc3cc(OC)cc(OC)c3)c2N)cc1	5%	17%	11%
COCCN(Cc1ccco1)C(=O)C1CCCN(c2ncnc3c2nc2n3CCCCC2)C1 (stereo not drawn)	7%	?	-1%
COc1cc(-c2c(-c3cc(OC)c(OC)c(OC)c3)noc2C)ccc1F	-1%	0.092µM*	-3%&-20%
CC(C)n1cc(/C=C2/SC(=O)N(CC(=O)Nc3ccc4c(c3)OCO4)C2=O)c2ccccc21	-10%	?	-6%
COc1cccc(CN(C)C(=O)CN2C(=O)NC(c3ccccc3)(c3ccccc3)C2=O)c1OC	.	?	-1%
Cc1ccncc1C(N)=O	-3%	5%	0%
CC(=O)Nc1nc(C)c(-c2csc(Nc3cccc([N+](=O)[O-])c3)n2)s1	-9%	8.2µM*	-22%
C/C(=N\Nc1cc(-c2ccccc2)nc(-c2ccccc2)n1)c1ccc(O)c(C)c1	2%	?	8%
COc1ccc(CNC(=O)CN(C(=O)CCC(=O)Nc2ccccn2)c2ccccc2OC)cc1	3%	-12%	-2%
CCN(CC(=O)NCc1ccc(Cl)cc1)C(=O)CSc1cc(C)ccc1C	-23%	?	-18%
Cn1c(=O)c2c(nc(SCCN3CCOCC3)n2Cc2ccc(F)cc2)n(C)c1=O	-1%	-14%	1%
Cc1ccc2c(=O)cc(C(=O)NCc3ccccc3)oc2c1C	-26%	-1%	-17%
CCN(CC(=O)Nc1c(F)cccc1F)C(=O)CCCc1cccs1	.	-22%	18%
COc1cc(C(=O)NNC(=S)Nc2ccc(S(N)(=O)=O)cc2)cc(OC)c1OC	3%	3%	6%
O=C(CCc1nc(-c2ccccc2F)no1)NC1CCCCC1	-11%	-26%	-2%
Cc1ccc(S(=O)(=O)N(C)CCCC(=O)NC(C)(C)C)cc1	-2%	4%	-2%
Cc1cc(C)c2nc(SCC(=O)Nc3cc(C)on3)c(C#N)cc2c1	1%	?	3%
S=C(Nc1cc(Cl)cc(Cl)c1)N1CCCC1	-14%	3%	-10%
O=[N+]([O-])c1ccc(S(=O)(=O)NCc2nc3cccnc3n2Cc2ccccc2Cl)cc1	.	15µM*	0%
Cc1ccc(C(=O)N[C@H](C(=O)Nc2ccc(F)cc2)C(C)C)cc1	-7%	-6%	9%
COc1ccc(-c2nnc(NC(=O)c3cc(Cl)ccc3Cl)o2)cc1	-5%	16µM*	-8%
CCOC(=O)COc1ccc(S(=O)(=O)Nc2cccc(SC)c2)cc1	-1%	?	1%
CC(=O)Nc1ccc(C(=O)COC(=O)CN2C(=O)NC3(CCCCC3C)C2=O)cc1 (stereo not drawn)	.	3%	16%
CCOc1ccc(/C=C/c2cc[n+](C)c3ccccc23)cc1OCC	.	?	-29%
CCCN(CCC)C(=O)c1cn(CC)c2ccc(S(=O)(=O)N3CCCCC3)cc2c1=O	-13%	-10%&-18%	-9%&11%
Fc1ccc(Nc2ncnc3c2nc2n3CCCC2)cc1	.	-14%	-6%
COc1ccccc1NC(=O)N(O)C1(C#N)CCCCC1	.	5%	-4%
CC(C)CCN1CCN(Cc2cnc(-c3ccccc3)s2)CC1CCO (stereo not drawn)	9%	-2%	0%
Cc1ccc(S(=O)(=O)c2cc(OC(=O)c3ccco3)ccc2OC(=O)c2ccco2)cc1	4%	?	1%
C/C(=N\NC(=O)c1ccc(F)cc1)c1cccc(NC(=O)c2ccco2)c1	5%	-3%	39%[activator]
CC1Cc2ccccc2N1C(=S)NC(=O)C1(C)CC1(Cl)Cl (stereo not drawn)	2%	?	-8%
COc1cccc(/C=N/NC(=O)c2cccc3ccccc23)c1OC	.	?	13%
COc1ccccc1NS(=O)(=O)c1ccc(O)c(C(=O)OCC(=O)Nc2ccccc2F)c1	5%	10%	16%
O=C(COc1ccccc1)N1CCCC1	7%	-2%	-1%
CCCCNC(=O)NC1C(NC(=O)NCCCC)N(C)C(=O)N1C (stereo not drawn)	28%	3%	2%
CC1CCCC(C)N1C(=O)CSc1nnc(COc2ccccc2)n1-c1ccccc1 (stereo not drawn)	16%	?	-1%
COc1ccccc1N(/N=C1\Sc2ccccc2C1=O)C(C)=O	7%	-97%	-18%
CCOc1ccc(Nc2nc(N)c([N+](=O)[O-])c(N3CCN(CC)CC3)n2)cc1	?	?	-10%
O=C1CC(c2nc3ccccc3[nH]2)CN1c1ccccc1F (stereo not drawn)	-6%	3%	15%
CCOC(=O)c1c(C(F)(F)F)cc(-c2ccc(F)cc2)nc1C	10%	-3%	-3%
O=C(/C=C/c1cn(-c2ccccc2)nc1-c1ccccc1)Nc1ccc(C(=O)O)cc1	-9%	?	-13%
CN(C)c1cccc2c(S(=O)(=O)N3CCCC3)cccc12	.	-20%	-17%
Cc1ccc2cc3cc(C(=O)NCCN4CCOCC4)oc3nc2c1	-1%	-26%	2%
O=C(NC1CCCC1)C(c1ccncc1)N(C(=O)c1ccco1)c1ccc(Cl)cc1 (stereo not drawn)	3%	2%	-8%
O=C(Nc1ccc(Cl)cc1)c1cc(S(=O)(=O)N2CCOCC2)cs1	11%	?	-23%

Following part:
compound	N370S GC	TDP1 cell CPT	FEN1 inh
COc1ccc(NC(=O)C(C)N2C(=O)c3ccccc3S2(=O)=O)c(OC)c1 (stereo not drawn)	3%	-1%	-1%
CC12C(=O)N(n3cnnc3)C(=O)C1C1C=CC2C1 (stereo not drawn)	1%	-4%	-5%
COc1ccc(NC(=S)N2CCN(c3ncccn3)CC2)c(OC)c1	-2%	2%	3%
COCc1cc(=O)[nH]c(/N=C(\N)Nc2cccc(C)c2)n1	3%	-7%	3%
COc1ccc(/C=N/NC(=O)CNS(=O)(=O)c2ccc(C)cc2)cc1	1%	6%	-13%
COc1ccc(NS(=O)(=O)c2cccc(C(=O)NCC3(N(C)C)CCCCC3)c2)cc1	-8%	4%	0%
Cc1ccc(S(=O)(=O)N(C)CC(=O)OCC(=O)N2CCN(c3ccccc3)CC2)cc1	1%	-26%	-2%
CCOC(=O)C1CCCN(C(=O)CCn2nc(-c3ccccc3)ccc2=O)C1 (stereo not drawn)	4%	-25%	9%
O=C(COC(=O)CSc1ccc([N+](=O)[O-])cc1)NCc1cccs1	-11%	-16%	-3%
CCNC(=O)c1ccccc1-c1nc(-c2ccccc2)no1	-5%	21%	-1%
COCC1CCN(C(=O)c2cc(COc3ccc(C)c(C)c3)on2)C1 (stereo not drawn)	2%	-25%	3%
COc1ccc(-c2cc(C(=O)N(C)CC(=O)Nc3ccccc3C(F)(F)F)c3ccccc3n2)cc1OC	.	21µM*	-1%
COc1ccc(C/C(C)=N\NC(=O)c2cn(C)c3ccccc23)cc1OC	1%	-15%	16%
O=C(c1ccco1)N1C2C=CC(C2)C1(C(F)(F)F)C(F)(F)F (stereo not drawn)	.	-27%	0%
CCN(CC)c1nc2ccccc2[nH]1	-15%	6%	5%
O=C(CN(C(=O)CCC(=O)Nc1ccccn1)c1ccc2c(c1)OCO2)NCc1ccc(F)cc1	-5%	-1%	1%
COc1ccc(S(=O)(=O)CCC(=O)N(C)c2ccc(OC)cc2OC)cc1	10%	-14%	0%
O=C(/C=C/c1ccc(S(=O)(=O)N2CCOCC2)cc1)N1CCCCC1	-6%	-1%	-6%
C=CCn1c(C(C)NC(=O)c2cccc(C)c2)n[nH]c1=S (stereo not drawn)	?	0%	23%
COc1ccccc1NS(=O)(=O)c1cc(C(=O)N2CCCCCCC2)ccc1C	-2%	?	0%
CCCOc1ccc(C(=O)CCCC(=O)c2ccc(OCCC)cc2)cc1	-3%	-23%	-2%
Cc1nn(-c2ccccc2)c2nc(=O)n(-c3ccccc3)cc12	1%	8.2µM*	-4%
N=C(N)SCP(=O)(c1ccccc1)c1ccccc1	2%	21µM*	2%
CCOc1cccc(C2C=C(c3ccc4c(c3)OCO4)NC(c3ccc(Cl)cc3)N2)c1O (stereo not drawn)	.	10µM*	-5%

Whole records, looked up by structure. Values in the order: N370S GC | TDP1 cell CPT | FEN1 inh
C=CCn1c(C(C)NC(=O)c2cccc(C)c2)n[nH]c1=S (stereo not drawn) is listed with ? | 0% | 23%
COc1ccc(S(=O)(=O)CCC(=O)N(C)c2ccc(OC)cc2OC)cc1 is listed with 10% | -14% | 0%
